# U2OS ROS induce: ROS inducers in U2OS cancer cells, primary screen, cell-based, H2DCF-DA fluorescence. U2OS ROS induction. ROS induction (% of piperlongumine), % at 10 µM. 2% of 46,000 active; in the data active = ROS induction above about 79%, passing the limit was not always enough;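 note: 0% = DMSO vehicle median and 100% = reference compound median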
# * hit, by the source's call.
# The opening 2 compounds, to show the layout:
SMILES,U2OS ROS induce
Cc1c2cnn(CC(=O)NC(C)c3ccc4c(c3)OCCO4)c(=O)c2c(C)n1Cc1ccc(F)cc1 (stereo unspecified),-8.1
CC(C)NC(=O)Nc1ccc2c(c1)CC(=O)N([C@H](C)CO)C[C@H](C)[C@H](CN(C)S(=O)(=O)c1cn(C)cn1)O2,5.5

# All compounds of this part, previewed entries included:
SMILES,U2OS ROS induce
Cc1c2cnn(CC(=O)NC(C)c3ccc4c(c3)OCCO4)c(=O)c2c(C)n1Cc1ccc(F)cc1 (stereo unspecified),-8.1
CC(C)NC(=O)Nc1ccc2c(c1)CC(=O)N([C@H](C)CO)C[C@H](C)[C@H](CN(C)S(=O)(=O)c1cn(C)cn1)O2,5.5
COc1ccc(C#Cc2cnc3c(c2)C(=O)N([C@H](C)CO)C[C@H](C)[C@H](CN(C)S(=O)(=O)c2ccccc2)O3)cc1OC,27.4
Cn1c(COc2ccccc2)nnc1SCc1nc2ccccc2c(=O)[nH]1,-0.5
C[C@@H]1CN([C@H](C)CO)C(=O)c2cc(NC(=O)CCCCCC(=O)Nc3ccccc3N)ccc2O[C@H]1CN(C)C,39.4
C[C@H]1CN([C@@H](C)CO)C(=O)Cc2cc(NS(C)(=O)=O)ccc2O[C@@H]1CN(C)Cc1ccc(C(=O)Nc2ccccc2N)cc1,64.3
NC(=O)[C@H]1[C@@H]2C(=O)O[C@@H](c3ccccc3)[C@@H](c3ccccc3)N2[C@@H](c2ccccc2OCCO)[C@]12C(=O)Nc1ccc(C#CC3(O)CCCCCC3)cc12,34.4
Cc1ccc(-c2nnc(SCC(=O)Nc3ccccc3Cl)n2C)c(Cl)c1,-2.9
COc1ccc(OC(C)C(=O)Nc2cc(C)c(Cl)cc2OC)cc1 (stereo unspecified),-4.0
C[C@H](CO)N1C[C@H](C)[C@@H](CN(C)Cc2ccc(C(=O)O)cc2)Oc2c(NC(=O)Nc3ccc(C(F)(F)F)cc3)cccc2C1=O,-6.4
C[C@@H]1CN([C@H](C)CO)C(=O)c2cccc(NS(=O)(=O)c3cccs3)c2O[C@H]1CN(C)C,-2.2
O=C(Nc1ccc(-c2nc3ccccc3s2)cc1)c1cccc(F)c1,-1.3
c1ccc(OCCSc2nc3ccccc3n2CCOc2ccccc2)cc1,22.4
O=c1c(Cc2ccccc2OCc2ccccc2)coc2ccccc12,21.1
[O-][n+]1onc2c1CCc1c-2nc(-c2ccco2)n1O,18.0
C[C@@H]1CN([C@@H](C)CO)C(=O)c2cccc(NC(=O)Nc3ccc4c(c3)OCO4)c2O[C@@H]1CN(C)C(=O)Nc1ccccc1,-11.3
C[C@H](CO)N1C[C@H](C)[C@H](CN(C)Cc2ccc(C(=O)O)cc2)Oc2ccc(NS(=O)(=O)c3cccs3)cc2CC1=O,-14.0
O=C(CN1C(=O)c2ccccc2C1=O)N1CCN(Cc2ccccc2)CC1,-16.0
C[C@H]1CN([C@@H](C)CO)C(=O)c2cccc(NC(=O)c3nc4ccccc4s3)c2O[C@H]1CN(C)Cc1ccncc1,17.3
COc1ccc2c(c1O)CN(C)CCc1cc3c(cc1C(=O)C2)OCO3,62.5
CC(C)NC(=O)Nc1ccc2c(c1)CC(=O)N([C@@H](C)CO)C[C@H](C)[C@@H](CN(C)C(=O)Nc1cccc3ccccc13)O2,-1.5
O=C1C2CC3CC1CC(C(=O)O)(C3)C2,23.2
O=C(c1ccccc1)N1CCN(C2=NS(=O)(=O)c3ccccc32)CC1,-5.9
Cc1ccc(-n2nnnc2SCC(=O)Nc2c(C)n(C)n(-c3ccccc3)c2=O)cc1,-5.1
Cc1ccc(NC(=O)c2cccc(NC(=O)CCC(=O)O)c2)cc1C,-4.2
# (next part)
SMILES,U2OS ROS induce
C[C@@H]1CN([C@@H](C)CO)C(=O)c2cc(NC(=O)CCC(F)(F)F)ccc2O[C@H]1CN(C)S(=O)(=O)c1ccc(F)cc1,11.9
CNC[C@@H]1Oc2ccc(NS(=O)(=O)c3ccc(C)cc3)cc2CC(=O)N([C@H](C)CO)C[C@H]1C,2.2
C[C@@H]1CCCCO[C@H](CN(C)C(=O)Nc2ccccc2)[C@@H](C)CN([C@H](C)CO)C(=O)c2cc(NC(=O)NC3CCCCC3)ccc2O1,12.1
COc1ccc(CN(C)C[C@@H]2Oc3ccc(NC(=O)Nc4ccc(F)cc4)cc3C(=O)N([C@@H](C)CO)C[C@H]2C)cc1,-12.4
COc1ccc(NC(=O)N(C)C[C@@H]2OCc3cnnn3CCCC(=O)N([C@H](C)CO)C[C@@H]2C)c(OC)c1,-20.0
C[C@H](CO)N1C[C@H](C)[C@H](CN(C)C)Oc2ncc(-c3ccccc3)cc2C1=O,15.8
Cc1ccccc1C(=O)Nc1cccc(NC(=O)c2ccc(-c3ccc(Cl)cc3Cl)o2)c1,-7.7
COc1ccc(NC(=O)Nc2ccc3c(c2)C(=O)N([C@H](C)CO)C[C@H](C)[C@H](CN(C)S(=O)(=O)c2ccc(OC)cc2)O3)cc1,16.0
Cc1noc(C)c1NC(=O)Nc1ccc2c(c1)C(=O)N([C@H](C)CO)C[C@H](C)[C@H](CN(C)C)OCCCC[C@@H](C)O2,-8.5
CS/C(=C(/C#N)S(=O)(=O)C(C)C)N1CCCC1,-12.1
Cc1noc(C)c1NC(=O)N(C)C[C@H]1Oc2ccc(NC(=O)CCCCCC(=O)Nc3ccccc3N)cc2C(=O)N([C@H](C)CO)C[C@H]1C,-1.5
CCn1c(C(=O)N2CCCC(C(=O)N3CCN(c4cccc(C)c4C)CC3)C2)cc2sccc21 (stereo unspecified),14.4
CC1(C)CC(=O)NC(=Nc2ccc(Br)cc2)C(=O)C1,13.5
C=CCNc1sc2c(N)nc(N)nc2c1C#N,4.7
CCOC(=O)CC1=NN(c2ccccc2)C(=O)/C1=C\c1cc(OC)c(OC)cc1OC,1.5
COc1ccc(CN(C)C[C@H]2Oc3c(NC(=O)Nc4ccc(OC)cc4)cccc3C(=O)N([C@@H](C)CO)C[C@H]2C)cc1,-10.1
COc1ccc(S(=O)(=O)N(C)C[C@H]2Oc3c(NC(=O)Nc4ccc(C(F)(F)F)cc4)cccc3C(=O)N([C@H](C)CO)C[C@@H]2C)cc1,20.2
CC(=O)N1Cc2ccccc2C(C)CC12CCCCC2 (stereo unspecified),22.0
Cc1ccc(S(=O)(=O)Nc2ccc3c(c2)CC(=O)N([C@H](C)CO)C[C@@H](C)[C@H](CN(C)S(C)(=O)=O)O3)cc1,3.1
CCN1CNC(=S)N(c2ccccc2)C1,6.4
COc1ccc(S(=O)(=O)Nc2ccc3c(c2)C(=O)N([C@H](C)CO)C[C@H](C)[C@@H](CN(C)C(=O)NC(C)C)OCCCC[C@@H](C)O3)cc1,16.3
C[C@H](CO)N1C[C@H](C)[C@H](CN(C)Cc2ccncc2)Oc2ncc(-c3cccc(C(F)(F)F)c3)cc2C1=O,45.7
CC12C=CC3(CN(Cc4ccccc4)C(=O)C3C1C(=O)NCc1ccco1)O2 (stereo unspecified),-5.0
CCc1cc(C(=O)OC)c(NC(=O)CC2NCCNC2=O)s1 (stereo unspecified),2.7
O=C(CCNc1ccc(Cc2ccncc2)cc1)c1ccc(Cl)cc1,12.0
# Further structures follow:
SMILES,U2OS ROS induce
CCOC(=O)c1sc(NC(=O)CSc2ncccn2)c(C#N)c1C,-10.8
CC(C)NC(=O)N(C)C[C@@H]1Oc2ccc(NC(=O)CCCCCC(=O)Nc3ccccc3N)cc2CC(=O)N([C@H](C)CO)C[C@H]1C,1.1
COc1ccc(NC(=O)Nc2ccc3c(c2)CC(=O)N([C@@H](C)CO)C[C@H](C)[C@H](CN(C)Cc2ccc(Cl)c(Cl)c2)O3)cc1,4.3
Cc1cc(C(=O)Nc2cccc3c2O[C@@H](CN(C)C(=O)Nc2ccccc2)[C@H](C)CN([C@@H](C)CO)C3=O)n(C)n1,-9.5
O=C(CCCCC(=O)N/N=C/c1ccc(CO)o1)NO,-7.0
CC(C)CC(=O)N1CCN(Cc2ccc(Cl)cc2)CC1,2.3
C[C@@H]1CN([C@H](C)CO)C(=O)Cc2cc(NC(=O)Cn3cnnn3)ccc2O[C@@H]1CN(C)Cc1ccc(C(=O)O)cc1,-3.3
COc1ccc(S(=O)(=O)N(C)C[C@@H]2Oc3c(NS(=O)(=O)c4ccccc4)cccc3C(=O)N([C@@H](C)CO)C[C@@H]2C)cc1,3.3
Cc1cc(Br)ccc1NC(=O)Cn1cc([N+](=O)[O-])cn1,-9.3
COc1ccc(NC(=O)Nc2ccc3c(c2)CC(=O)N([C@@H](C)CO)C[C@H](C)[C@@H](CN(C)S(=O)(=O)c2ccc(OC)cc2)O3)cc1,-11.0
CC(=O)NCCc1nc2cc([N+](=O)[O-])ccc2n1C,-7.5
C[C@@H]1CN([C@H](C)CO)C(=O)c2cccc(NC(=O)C3CC3)c2O[C@H]1CN(C)CC1CC1,-5.2
c1ccc2[nH]c(SCCCN3CCCCC3)nc2c1,-3.4
Cc1ccc(CSCc2ccc(C(=O)NCCC(C)C)o2)cc1,6.7
COc1ccc(NC(=O)N(C)C[C@H]2Oc3ccc(NC(=O)Cc4ccccc4)cc3CC(=O)N([C@H](C)CO)C[C@H]2C)cc1,13.5
C[C@@H]1CN([C@@H](C)CO)C(=O)c2cccc(NC(=O)Nc3ccc(C(F)(F)F)cc3)c2O[C@H]1CN(C)C(=O)Nc1ccc2c(c1)OCO2,11.6
COc1ccccc1CN1C(=O)c2ccccc2[C@](Cc2ccccc2I)(C(=O)NCC(C)C)[C@@H]1c1ccc(CO)cc1,2.2
COc1cccc(-c2cnc3c(c2)C(=O)N([C@H](C)CO)C[C@H](C)[C@H](CN(C)Cc2ccncc2)O3)c1,32.7
COC(=O)c1sc(NC(=S)Nc2cccc(Cn3cc(Cl)cn3)c2)c(C(=O)OC)c1C,12.8
Cc1ccc(S(=O)(=O)N(C)C[C@@H]2Oc3c(NS(=O)(=O)c4ccc(Cl)cc4)cccc3C(=O)N([C@@H](C)CO)C[C@H]2C)cc1,-6.1
C[C@H](CO)N1C[C@H](C)[C@H](CN(C)Cc2ccc(C(=O)Nc3ccccc3N)cc2)Oc2c(NS(=O)(=O)c3ccccc3)cccc2C1=O,40.6
C[C@@H]1CCCCO[C@@H](CN(C)CC2CC2)[C@@H](C)CN([C@H](C)CO)C(=O)c2cc(NC(=O)CCCCCC(=O)Nc3ccccc3N)ccc2O1,19.0
Cc1noc(C)c1S(=O)(=O)Nc1ccc2c(c1)CC(=O)N([C@@H](C)CO)C[C@@H](C)[C@@H](CN(C)Cc1ccc(C(F)(F)F)cc1)O2,-3.0
O=C1c2ccccc2C(=O)N1[C@H]1CCN(Cc2ccc(OCCO)cc2)C1,41.9
C[C@H]1CN([C@@H](C)CO)C(=O)CCCn2nncc2CO[C@H]1CN(C)C(=O)c1ccc(N2CCN(C)CC2)cc1,14.8

# Arranged by heavy-atom count (low to high): 4 of the compounds above.
SMILES,U2OS ROS induce
CC(=O)NCCc1nc2cc([N+](=O)[O-])ccc2n1C,-7.5
Cc1ccc(CSCc2ccc(C(=O)NCCC(C)C)o2)cc1,6.7
COc1ccc(NC(=O)N(C)C[C@H]2Oc3ccc(NC(=O)Cc4ccccc4)cc3CC(=O)N([C@H](C)CO)C[C@H]2C)cc1,13.5
Cc1noc(C)c1S(=O)(=O)Nc1ccc2c(c1)CC(=O)N([C@@H](C)CO)C[C@@H](C)[C@@H](CN(C)Cc1ccc(C(F)(F)F)cc1)O2,-3.0

# More results follow.
SMILES,U2OS ROS induce
C[C@H]1O[C@@H](O[C@H]2CC[C@@]3(C)C(CC[C@]4(C)C3CC=C3C5CC(C)(C)CC[C@]5(C(=O)O)CC[C@]34C(=O)O)C2(C)C)[C@H](O)[C@@H](O)[C@@H]1O (stereo partly specified),-5.3
CC1=C(C(=O)Nn2cnc3cccc(F)c3c2=N)Sc2ccccc2N1,14.8
CCCN(C)C[C@H]1OCCCC[C@@H](C)Oc2ccc(NC(=O)Nc3ccc(F)cc3)cc2C(=O)N([C@H](C)CO)C[C@@H]1C,3.8
Cc1noc(C)c1NC(=O)N(C)C[C@H]1Oc2c(NC(=O)Nc3cccc4ccccc34)cccc2C(=O)N([C@H](C)CO)C[C@@H]1C,-5.7
OC(CSc1nc(-c2ccccc2)c(-c2ccccc2)o1)CC(O)c1ccccc1 (stereo unspecified),29.1
C=C1C(=O)O[C@H]2C3=C(C)C[C@H](OC(C)=O)C[C@]3(C)CC[C@@H]12,210.3*
C[C@@H]1CN([C@@H](C)CO)C(=O)Cc2cc(N(C)C)ccc2O[C@@H]1CN(C)Cc1ccc(C(=O)Nc2ccccc2N)cc1,40.4
NC(=O)[C@H]1[C@@H]2C(=O)O[C@@H](c3ccccc3)[C@@H](c3ccccc3)N2[C@@H](c2ccc(O)cc2)[C@]12C(=O)Nc1ccccc12,1.3
C[C@@H]1CCCCO[C@@H](CN(C)Cc2ccc(Cl)c(Cl)c2)[C@@H](C)CN([C@H](C)CO)C(=O)c2cc(NC(=O)Nc3cccc4ccccc34)ccc2O1,-3.7
Cc1noc(C)c1S(=O)(=O)Nc1ccc2c(c1)C(=O)N([C@@H](C)CO)C[C@@H](C)[C@H](CN(C)Cc1ccc(Oc3ccccc3)cc1)O2,67.8
CCC(C)NC(=O)CC(c1ccc(OC)cc1)n1cccc1 (stereo unspecified),-3.1
Cc1c(NC(=S)NCCc2c[nH]c3ccccc23)c(=O)n(-c2ccccc2)n1C,58.4
O=C(Cc1ccccc1)Nc1c(C(=O)N2CCCCC2)cnn1-c1ccccc1,-2.5
CN(CC(=O)N1CC=C(c2ccccc2)CC1)S(=O)(=O)c1cnc[nH]1,-15.6
O=C(N/N=C/c1ccc(-c2ccccc2)cc1)c1ccccn1,5.9
Cc1noc(C)c1S(=O)(=O)Nc1ccc2c(c1)CC(=O)N([C@H](C)CO)C[C@H](C)[C@H](CN(C)S(=O)(=O)c1cccs1)O2,-0.1
O=C(CSc1ccccn1)NCc1ccccc1,-2.5

# 3 consecutive entries from above, quoted:
SMILES,U2OS ROS induce
O=C(N/N=C/c1ccc(-c2ccccc2)cc1)c1ccccn1,5.9
Cc1noc(C)c1S(=O)(=O)Nc1ccc2c(c1)CC(=O)N([C@H](C)CO)C[C@H](C)[C@H](CN(C)S(=O)(=O)c1cccs1)O2,-0.1
O=C(CSc1ccccn1)NCc1ccccc1,-2.5

# Not all compounds are listed; count on the stated rates, not on these rows.
